Screens (PubChem BioAssay)
SW480 rereplic – A quantitative high throughput screen for small molecules that induce DNA re-replication in SW480 colon adenocarcinoma cells; SW480 DNA re-replication, Hoechst DNA content imaging, 48 h; Potency, µM (highest dose often 46.1 µM), for the others: top-dose re-replication activation, usual class: activators; actives 1.8% (n = 340,000); AID 624297, 2012; further: % of control where 0% means no effect; nearly all actives have a fitted effect of over 55% in size
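Image-based DNA-content assay: after two days of treatment, nuclei were labelled with the DNA dye Hoechst and imaged, and hits were compounds raising the count of nuclei showing high fluorescence intensity.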
GLP1R cytotox – qHTS of GLP-1 Receptor Inverse Agonists: Cytotox Screen | actives 0.13% (n = 410,000) | AID 624418, 2012 | HEK293 cAMP-luciferase reporter cells, luminescence, 24 h | Potency, µM (doses to about 38.3 µM), for the others: at the top dose activity change, negative = inhibition, actives largely listed as inhibitors;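 further: loss of luciferase light is scored as toxicity; on the % scale 0 is the no-effect control and ±100 the full control effect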
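1536-well qHTS counterscreen of the MLSMR; 200 cells/uL, 12 h pre-incubation, 23 nL cpd, 24 h at 37 deg C 5% CO2, luciferase detection reagent, 12 min RT, luminescence. Inhibition = undesired.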
HT1080 IDH1KD tx – qHTS for induction of synthetic lethality in tumor cells producing 2HG: qHTS for the HT-1080-IDH1KD cell line; HT-1080 IDH1 knockdown viability, ATP luminescence, 48 h; Potency, µM (highest dose often 46.1 µM), inactives show at the top dose activity, negative = toxicity, most hits filed as cytotoxic; actives 2% (n = 360,000); AID 686971, 2013;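 further: 0% = DMSO wells and -100% = cell-free medium wells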
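Luminescent ATP read-out (CellTiter-Glo, 10 min at room temperature) after 48 h compound exposure at 37 °C gave viability of IDH1-knockdown HT-1080 cells. Activity was normalised to DMSO and cell-free wells, then fitted as concentration-response curves.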
HT1080NT lethal – qHTS for induction of synthetic lethality in tumor cells producing 2HG: qHTS for the HT-1080-NT fibrosarcoma cell line; AID 686970, 2013; actives 1.6% (n = 360,000); Potency, µM (top dose mostly 46.1 µM), without a hit: at the highest dose activity, negative = less viability, hits mostly cytotoxic; HT-1080-NT fibrosarcoma viability, CellTiter-Glo ATP luminescence, 48 h;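 further: NT is the 2HG producing partner of a matched IDH1 knockdown line; 0% = DMSO-treated cells and -100% = media-only wells without cells; nearly all actives have a fitted effect of over 55% in size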
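A 48-hour cytotoxicity screen used HT-1080-NT cells plated 2 hours before compound delivery. ATP-based CellTiter-Glo luminescence measured viability, normalized to DMSO and no-cell controls.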
KB-3-1 tox – qHTS assay for MDR1-selective chemotherapeutics: Primary screen using the parental adenocarcinoma cell KB-3-1 | KB-3-1 viability, CellTiter-Glo ATP luminescence, 72 h | Potency, µM (top dose mostly 46.1 µM), for the others: at the highest dose activity change, negative = cytotoxic, most hits filed as cytotoxic | actives 1.4% (n = 400,000) | AID 1347075, 2019; further: on the % scale 0 is the no-effect control and ±100 the full control effect; nearly all actives have a fitted effect of over 60% in size
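KB-3-1 cells, DMEM (no phenol red) + 10% FBS; compound by pin transfer, 72 h, 37 °C. Readout: CellTiter-Glo luminescence after 10 min. Data normalized, curve-fitted.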
GLP1R inv ag – qHTS of GLP-1 Receptor Inverse Agonists (Inhibition Mode). AID 624417, 2012. Glucagon-like peptide 1 receptor (Homo sapiens), P43220. Potency, µM (doses to about 38.3 µM), for the others: at the highest dose activity change, negative = inhibition, most hits filed as inhibitors. HEK293 GLP-1R CRE-luciferase, luminescence, 24 h; GLP-1R form is constitutively active. actives 1.6% (n = 410,000); further: on the % scale 0 is the no-effect control and ±100 the full control effect; nearly all actives have a fitted effect of over 55% in size
Target sequence (P43220 whole entry, looked up): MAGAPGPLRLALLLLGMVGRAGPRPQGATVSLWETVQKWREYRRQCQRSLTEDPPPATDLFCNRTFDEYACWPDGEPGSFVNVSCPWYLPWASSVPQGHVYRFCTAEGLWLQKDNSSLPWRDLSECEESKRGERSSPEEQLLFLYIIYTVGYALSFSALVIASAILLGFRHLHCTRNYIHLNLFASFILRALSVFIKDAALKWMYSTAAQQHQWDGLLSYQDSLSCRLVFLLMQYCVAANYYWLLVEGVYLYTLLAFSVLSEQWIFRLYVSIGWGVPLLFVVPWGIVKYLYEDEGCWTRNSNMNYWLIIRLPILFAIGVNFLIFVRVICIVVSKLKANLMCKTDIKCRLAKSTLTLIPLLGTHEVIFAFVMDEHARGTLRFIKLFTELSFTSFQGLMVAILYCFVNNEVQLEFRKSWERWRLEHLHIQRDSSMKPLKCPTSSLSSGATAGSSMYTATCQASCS
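Assay principle: reduced luminescence from a cAMP-responsive reporter in HEK293 cells co-expressing a constitutively active GLP-1R. Conditions: 24 hr compound incubation, 37 deg C, 5% CO2.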
TDP43 rescue – qHTS of TDP-43 Inhibitors. actives 1.8% (n = 410,000). Potency, µM (titrated, usually from 46.1 µM), inactives show at the top dose growth rescue (activation), most hits filed as activators. TDP-43 expressing yeast growth rescue, BacTiter-Glo, 24 h; further: % of control where 0% means no effect; nearly all actives have a fitted effect of over 50% in size
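Luminescence from BacTiter-Glo reports growth of TDP-43-expressing yeast after 24 hr at 30 deg C with compound. Cells were raffinose-pregrown to mid-log, then seeded in galactose medium at OD600=0.02.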
GLP-1R agonist – qHTS of GLP-1 Receptor Agonists; Glucagon-like peptide 1 receptor (Homo sapiens), P43220; HEK293 GLP-1R CRE-luciferase, luminescence, 4-6 h; cells express a hypersensitive GLP-1R form; Potency, µM (doses to about 45.6 µM), for the others: top-dose activation, usual class: activators; actives 0.007% (n = 380,000); AID 624172, 2012; further: % of control where 0% means no effect
KB-V1 MDR tox – qHTS assay for MDR1-selective chemotherapeutics: Primary screen using the drug-selected MDR subline cells KB-V1; KB-V1 MDR cells viability, CellTiter-Glo, 72 h; Potency, µM (doses to about 46.1 µM), for the others: at the top dose activity change, negative = cytotoxicity, actives largely listed as cytotoxic; actives 3.4% (n = 400,000); AID 1347076, 2019; further: on the % scale 0 is the no-effect control and ±100 the full control effect; nearly all actives have a fitted effect of over 60% in size
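Cytotoxicity toward P-gp-expressing KB-V1 cells was determined as loss of CellTiter-Glo luminescence after 72 h at 37 degrees C. Compounds were tested in quantitative HTS format across a concentration range, with curves fitted to normalized data.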
Numbers without * were called inactive; u = inconclusive; x = no result given; & = joins results of further samples; ! = not active in a repeat; [ ] = remark or other dose. The call rests on the fitted dose curve; in most records, active means well fitted curve in the direction sought with a large enough effect; inconclusive means small, poorly fitted or top-dose-only effect, or another doubt; inactive means no such curve, though single readings can be large; an effect the other way counts as inactive or inconclusive. Potency means the concentration at half of the fitted maximal effect.

Key to letters – A = SW480 rereplic; B = GLP1R cytotox; C = HT1080 IDH1KD tx; D = HT1080NT lethal; E = KB-3-1 tox; F = GLP1R inv ag; G = TDP43 rescue; H = GLP-1R agonist; I = KB-V1 MDR tox
O=C(COC(=O)CCc1c[nH]c2ccccc12)NCCc1ccccc1
  A = 12%; B = 14%; C = -1%; D = -6%; E = 1%; F = 9%; G = -11%; H = -22%; I = -5%

COc1cc(/C=C(/C#N)C(=O)NCCc2c[nH]c3ccccc23)ccc1OCc1ccccc1F
  A = 3.3µM*; B = 2%; C = -8%; D = -2%; E = u; F = -7%; G = -18%; H = -25%; I = u

O=C(O)c1cccc(S(=O)(=O)Nc2ccc3c(c2)CCC3)c1
  A = -3%; B = -1%; C = -8%; D = -2%; E = 4%; F = 19%; G = 3%; H = -4%; I = 3%

Clc1ccc(OCc2nn3c(-c4ccco4)nnc3s2)c(Cl)c1
  A = u; B = 12%; C = -25%; D = -11%; E = -9%; F = 0%; G = 0%; H = -10%; I = -4%

CC(=O)c1cccc(NC(=O)c2cc3nc(C)cc(C)n3n2)c1
  A = -5%; B = -3%; C = 15%; D = 17%; E = 2%; F = 72%[activator]; G = 12%; H = 5%; I = 9%

O=C1OCC/C1=C\c1ccc(O)cc1
  A = -11%; B = -37%; C = 0%; D = 11%; E = -1%; F = 8%; G = 27%; H = -2%; I = 11%

CCCCCCN1C[C@@H](O)[C@H](n2cc(C3CC3)nn2)C[C@@H]1c1ccc(C)cc1
  A = x; B = 5%; C = -2%; D = 2%; E = -4%; F = u; G = 8%; H = 6%; I = 16%

Cc1cccc(C(=O)NC(NCCc2ccccc2)C(Cl)(Cl)Cl)c1 (configuration not stated)
  A = 21%; B = 83%[activator]; C = -16%; D = -7%; E = -5%; F = 4.5µM*; G = 3%; H = 5%; I = -29%

O=C(O)c1cc(S(=O)(=O)N2CCCc3ccccc32)ccc1Cl
  A = -4%; B = -8%; C = 4%; D = 15%; E = -3%; F = 9%; G = -6%; H = -1%; I = u

Cc1cc(NC(=O)CCC(=O)N(CC(=O)NCC2CCCO2)c2ccccc2C)no1 (configuration not stated)
  A = -3%; B = -3%; C = 19%; D = 18%; E = 3%; F = 0%; G = 13%; H = -11%; I = 0%

Cc1cc(C)c(NC(=O)COc2nncc3ccccc23)c(C)c1
  A = -19%; B = -9%; C = -5%; D = 8%; E = 1%; F = 21%; G = 16%; H = 5%; I = -15%

Cc1ccc2ccc3cc(C(=O)N4CCN(c5ccccc5)CC4)nc3c2[nH]1
  A = x; B = -2%; C = x; D = x; E = u; F = u; G = u; H = -12%; I = -4%

Cc1ccc2nc(N(CCCN(C)C)C(=O)c3ccc(S(=O)(=O)N4CCCCCC4)cc3)sc2c1
  A = u; B = u; C = 18µM*; D = u; E = u; F = u; G = -19%; H = -5%; I = -28%

CC(=O)Nc1cccc(OCCCOc2ccc([N+](=O)[O-])cc2)c1
  A = -12%; B = 3%; C = -15%; D = 3%; E = -6%; F = 10%; G = 10%; H = 9%; I = 1%

O=C(Nc1cccc(C(=O)N2CCOCC2)c1)c1ncn[nH]1
  A = -7%; B = 0%; C = 11%; D = 0%; E = -2%; F = 4%; G = -18%; H = 3%; I = -8%

CCC(C)Sc1ccc(-c2nc3cc(C)ccn3c2NC2CCCCC2)cc1 (configuration not stated)
  A = u; B = 6%&4%; C = u; D = 21µM*; E = u; F = 10µM*!; G = -88%[inhibitor]; H = 0%&-1%; I = u

CC(C)OC(=O)CC(NC(=O)OC(C)(C)C)c1ccccc1 (configuration not stated)
  A = 6%; B = 8%; C = 3%; D = 7%; E = 11%; F = u; G = 5%; H = -7%; I = -2%

Cc1nn(C)cc1S(=O)(=O)Nc1ccc(F)c(F)c1
  A = -5%; B = -4%; C = 0%; D = 1%; E = 2%; F = -3%; G = -20%; H = 1%; I = 24%

COc1ccc(OC)c(C2C(C#N)=C(N)Oc3cc(N)ccc32)c1 (configuration not stated)
  A = u; B = -8%; C = 3%; D = -3%; E = u; F = 1%; G = -4%; H = -4%; I = u

CC1CCN(S(=O)(=O)c2ccc3c(c2)C(Cl)(Cl)C(=O)N3)CC1
  A = x; B = -13%; C = -16%; D = -1%; E = 0%; F = 11%; G = 0%; H = -1%; I = 11%

COc1ccccc1-c1coc2c(CN3CCCC(C)C3)c(O)ccc2c1=O (configuration not stated)
  A = -2%; B = 2%; C = 0%; D = -2%; E = 0%; F = 16%; G = -8%; H = -5%; I = -10%

COc1cccc(-c2nc(CSCC(=O)NCCc3ccc(Cl)cc3)c(C)o2)c1
  A = x; B = 6%; C = x; D = x; E = -9%; F = u; G = -6%; H = x; I = -8%

CNC(=O)c1cc2c(cn1)[nH]c1ccccc12
  A = -22%; B = 4%; C = 5%; D = u; E = 0%&0%; F = 21%; G = u; H = -2%; I = -7%&-9%

CN(Cc1cccs1)C(=O)c1cc(S(=O)(=O)N2CCOCC2)ccc1F
  A = -13%; B = -21%; C = 4%; D = -2%; E = -3%; F = -6%; G = 6%; H = 2%; I = 4%

CCOC(=O)[C@@H]1[C@H]2COc3cc(OC)ccc3[C@@H]2N2C(=O)N(c3cccc(C)c3)C(=O)[C@]12C
  A = 9%; B = 13%; C = -3%; D = u; E = 20%; F = 1%; G = u; H = 2%; I = 20%

Cc1cccc(-n2c(C)nc3cc(C(=O)NCCC4=CCCCC4)ccc32)c1
  A = x; B = 0%; C = x; D = x; E = 0%; F = u; G = u; H = x; I = -11%

COC(=O)C1=C(C)N(C)C(C)=C(C(=O)OC)C1c1cccc(Br)c1
  A = -2%; B = -8%; C = 0%; D = -7%; E = 0%; F = u; G = u; H = 2%; I = u

COC(=O)[C@]12CCCCC=C1N(Cc1ccc3c(c1)OCO3)C(=O)[C@H](CC(=O)NCCc1ccccc1OC)C2
  A = x; B = -13%; C = 12µM*; D = u; E = -2%; F = u; G = 5%; H = x; I = -37%

O=C(CC1C(=O)NCCN1C(=O)Nc1ccc(F)cc1)Nc1ccc(F)cc1 (configuration not stated)
  A = -1%; B = 7%; C = -4%; D = -6%; E = 6%; F = u; G = -14%; H = 1%; I = -2%

CCN1/C(=C/c2ccc3ccc(C)cc3[n+]2CC)Sc2ccccc21
  A = 5%; B = u; C = 21µM*; D = u; E = 2.6µM*; F = 114%[activator]; G = -94%[inhibitor]; H = -11%; I = 3%

O=c1cc(O)c2c(=O)n(-c3ccccc3)c3c(c2o1)CCCCC3
  A = -12%; B = -4%; C = 0%; D = -2%; E = 3%; F = 2%; G = 18%; H = 8%; I = 16µM*

CC1CCN(S(=O)(=O)c2ccc3[nH]c(=O)[nH]c3c2)CC1
  A = -3%; B = 7%; C = -11%; D = -5%; E = -1%; F = 1%; G = -9%; H = 18%; I = 15%

Cc1c(-c2ccc(Br)cc2)[n+](=O)c2c(n1[O-])CCCC2
  A = -7%; B = 22%; C = 0%; D = 11%; E = -4%; F = 1%; G = -9%; H = -2%; I = u

Cc1nc(Sc2ccc(Br)cc2)c(C#N)c(C)c1[N+](=O)[O-]
  A = 18%; B = 1%; C = u; D = u; E = u; F = u; G = 7%; H = 17%; I = u

CN(C(=O)COc1ncnc2c1cnn2-c1ccccc1)C1CCCCC1
  A = -3%; B = 9%[7.66 µM]; C = -16%; D = -20%; E = 0%; F = 15%[7.66 µM]; G = 12%; H = 2%; I = 9.2µM*

CN(C)S(=O)(=O)c1cc(NC(=O)c2ccc(-n3ccnc3)c([N+](=O)[O-])c2)ccc1Cl
  A = -70%[inhibitor]; B = -23%; C = -13%; D = -20%; E = -24%; F = -23%; G = -11%; H = 0%; I = 14%

CCN1CCN(CCNC(=O)c2ccc(CS(=O)(=O)c3c(Cl)cccc3Cl)o2)CC1
  A = -7%; B = -22%; C = 9%; D = 1%; E = 20%; F = -5%; G = 8%; H = 11%; I = 2%

Cc1ccc2nc(N3CC(C)OC(C)C3)nc(-c3ccccc3)c2c1 (configuration not stated)
  A = u; B = 134%[activator]; C = 0%; D = 1%; E = -1%; F = 91%[activator]; G = -1%; H = -4%; I = -25%

CC(C)CNC(=O)COc1ncnc2ccccc12
  A = -3%[9.22 µM]; B = 22%; C = 6%; D = 0%; E = 15%; F = 12%; G = -4%; H = 4%; I = -5%

Cc1ccc(CS(=O)(=O)CC(C)(O)c2ccccc2)cc1 (configuration not stated)
  A = 2%; B = 9%; C = 9%; D = 16%; E = 16%; F = 4%; G = -7%; H = 11%; I = u

S=c1[nH]nc(-c2ccc(Br)cc2)n1Cc1ccco1
  A = -6%; B = -3%; C = -3%; D = 2%; E = -8%; F = -11%; G = u; H = -9%; I = 14%

O=[N+]([O-])c1cc(-c2nc(-c3ccncc3)no2)cc([N+](=O)[O-])c1
  A = u; B = -4%; C = 28%; D = 19%; E = -3%; F = 25%; G = 28%; H = -7%; I = -28%

CC1(C(=O)O)CCC2(C)CCC3(C)C(=CC(=O)C4C5(C)CCC(=O)C(C)(C)C5CCC43C)C2C1 (configuration not stated)
  A = x; B = -7%; C = -5%; D = 1%; E = 7%; F = 7%; G = -8%; H = -1%; I = 3%

Single values from the entries so far:
Result of CC1CCN(S(=O)(=O)c2ccc3[nH]c(=O)[nH]c3c2)CC1 under SW480 rereplic: -3%
Result of Cc1ccc(CS(=O)(=O)CC(C)(O)c2ccccc2)cc1 (configuration not stated) under GLP1R inv ag: 4%
Result of Cc1nc(Sc2ccc(Br)cc2)c(C#N)c(C)c1[N+](=O)[O-] under GLP-1R agonist: 17%
